Lipid storage S3: qHTS Assay for Lipid Storage Modulators in Drosophila S3 Cells; Drosophila S3 cells, BODIPY lipid droplet fluorescence, 18-24 h; cells fed with added oleic acid; lipid storage change, negative = inhibition, % at the top dose, mostly 46.1 µM; hits show Potency in µM; 320,000 tested, 0.64% active; active = well fitted inhibition curve with a large enough effect in the signal ratio, with a control signal flat, not every such curve was filed as active; inconclusive = small, poorly fitted or top-dose-only effect, or effect the other way, or a change in a side signal; the % refers to the signal ratio
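Laser-scanning cytometry quantifies lipid droplet accumulation (500–530 nm total intensity; droplet/cell object ratio) in oleic acid-fed (400 uM added) Drosophila S3 cells treated with a concentration series. 20 uM Triacsin C defined 100% inhibition.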
Lipid storage S3 cell count max: further read-out of Lipid storage S3, marked with its call; cell number change, %; measured here: cell count max response;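 cells counted by Cell Tracker Red CMTPX staining in the red channel; peak over a dose series mostly up to 46.1 µM; percent activity relative to internal control wells on each plate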
* hit, by the source's call; i = inactive; ? = inconclusive; · = not tested or not shown. % is set by controls: 0 for no effect and ±100 for the full control effect; potency is the fitted concentration of half-maximal effect. A portion of the library. The share of hits here may be higher or lower than overall.

Lipid storage S3 | Lipid storage S3 cell count max | mol
? | · | Cc1ccc(C(C)NC(=O)c2cc(C)oc2C)cc1 (stereo not given)
? | · | c1coc(C2Nc3ccccc3C3OCCC23)c1 (stereo not given)
8.2µM* | 3.9* | CN1CCN(C(=O)CCCN2C(=O)/C(=C/c3ccccc3)SC2=S)CC1
-2.5% | -1.0 | COc1ccc(C2NC(Cc3ccccc3)(C(=O)O)C3C(=O)N(c4ccccc4OC)C(=O)C23)cc1 (stereo not given)
-0.2% | -0.3 | CC(=O)N1CCc2cc(S(=O)(=O)CCC(=O)N3CCN(C(=O)c4ccco4)CC3)ccc21
? | · | CC1Cc2ccccc2N1C(=S)NC(=O)c1cccc(Br)c1 (stereo not given)
? | · | Cc1ccccc1C(=O)NNC(=O)Cc1cccc2ccccc12
-0.2% | 18.1 | CCOC(=O)C(CC)/C(C)=N/NC(=O)c1ccc([N+](=O)[O-])cc1 (stereo not given)
? | · | CC1CC(C)CN(C(=O)c2cc(-c3ccncc3)nc3ccccc23)C1 (stereo not given)
? | · | Cn1nc(-c2ccc(N3CCOCC3)c(NS(=O)(=O)c3ccccc3)c2)c2ccccc2c1=O
? | · | O=C(NCCc1ccccc1)c1ccc2[nH]c(=O)c(=O)[nH]c2c1
? | · | O=C(OCCc1cc2ccccc2c(=O)o1)c1ccccc1C(F)(F)F
18.1% | 6.3 | O=C(OCC(=O)c1ccc(Cl)s1)c1ccc2ccccc2n1
-0.2% | 1.8 | O=C(CS(=O)(=O)c1c[nH]c2ccccc12)N1CCCCCC1
? | · | CCOC(=O)C1=C(COC(=O)/C=C/c2ccc(OCC)c(OC)c2)NC(=O)NC1C (stereo not given)
? | · | CC(=C/c1ccccc1)/C=N/NC(=O)c1nnn(-c2nonc2N)c1CN1CCC(C)CC1
? | · | CN(CC(O)COc1c(F)cc(Br)cc1F)C1CCCCC1 (stereo not given)
? | · | COc1ccccc1CNC(=O)COC(=O)c1ccc(NC(N)=O)cc1
? | · | Cc1c(Cl)cccc1NC(=O)[C@@H](NC(=O)c1ccccc1Cl)C(C)C
2.1% | -14.2 | O=C(CNC(=S)N(Cc1ccccc1)Cc1cccs1)NCc1ccc(F)cc1
i | -10.3 | Cc1cccc(NC(=O)NC2(C(=O)NCc3ccco3)CCCCC2)c1
-9.8% | · | Cc1cnc(C(=O)OCC(=O)N2CCc3ccccc32)cn1
? | · | COc1ccc(NC(=O)CSc2nc3[nH]c(=O)cc(O)c3s2)c(OC)c1
-13.0% | 22.7 | CC(=O)Nc1ccc(NC(=O)C(C)NC(C)c2cccc3ccccc23)cc1 (stereo not given)
? | · | Cc1ccc2oc(=O)c3cnn(CC(=O)NCCC(C)C)c3c2c1
6.3% | 0.0 | CCCNC(=O)c1c(Cl)cnn1-c1ccc(C)cc1
i | -3.2 | COc1ccc(CN2C(=O)c3cccnc3C2=O)cc1S(=O)(=O)NC1CCCCC1C (stereo not given)
i | 0.6 | CC(=O)OCC[C@H](NS(=O)(=O)OCC(Cl)(Cl)Cl)c1ccccc1
? | · | Cc1ccc(C(=O)C2CCN(CC(=O)NCc3ccc(F)cc3)CC2)cc1
? | · | CC1(C)Cc2c(cnn2-c2ccc(F)cc2)C(NC(=O)c2ccco2)C1 (stereo not given)

Entries above that contain an NH in an aromatic ring:
Lipid storage S3 | Lipid storage S3 cell count max | mol
? | · | O=C(NCCc1ccccc1)c1ccc2[nH]c(=O)c(=O)[nH]c2c1
-0.2% | 1.8 | O=C(CS(=O)(=O)c1c[nH]c2ccccc12)N1CCCCCC1
? | · | COc1ccc(NC(=O)CSc2nc3[nH]c(=O)cc(O)c3s2)c(OC)c1

New compounds follow
Lipid storage S3 | Lipid storage S3 cell count max | mol
? | · | CC(C)n1c(-c2ccc(C(C)(C)C)cc2)n[nH]c1=S
? | · | CCS(=O)(=O)Nc1ccc(-c2cc(-c3ccccc3)c3cc(C)ccc3n2)cc1
? | · | O=C(/C=C/c1ccco1)N/C(=C\c1ccccc1)C(=O)NCCc1nc2ccccc2[nH]1
-3.5% | -2.4 | CCOC(=O)NC1C=CS(=O)(=O)C1 (stereo not given)
? | · | O=C(N/N=C/c1ccc(Cl)cc1Cl)c1ccncc1
? | · | Cc1ccccc1NC(=O)CSc1nnc2ccc(-c3ccccn3)nn12
? | · | O=C1C=C(c2ccc(F)cc2OCc2ccccc2)C[C@@H](c2ccc(Cl)cc2)C1
? | · | O=C(c1cccs1)N1CCN(Cc2ccccc2[N+](=O)[O-])CC1
? | · | CCOC(=O)C1=c2/c(=C/c3ccccc3OC)c(N)c(C#N)n2C(=O)C(c2ccccc2OC)S1 (stereo not given)
? | · | O=C(CCSc1nnc2ccc3ccccc3n12)Nc1ccc(F)cc1
i | -12.6 | CCn1nc(C(=O)Nc2ccc(S(=O)(=O)Nc3nccs3)cc2)c2ccccc2c1=O
1.2% | 19.5 | Cc1cc(C)nc(Oc2ccc(Br)cc2Br)n1
i | 3.2 | Cc1ccnc(NCc2ccc(Cl)cc2)c1
-1.7% | 26.6 | N/C(=N\S(=O)(=O)c1ccc(Cl)cc1)N1CCOCC1
i | -21.9 | CC(C)c1ccc(N2C(=O)[C@@H]3Cc4ccccc4CN3C2=O)cc1
-10.0% | 2.9 | CCOC(=O)COc1ccccc1C1Nc2ccccc2C(=O)N1c1cccc(Cl)c1 (stereo not given)
i | 3.9 | Cc1ccc(S(=O)(=O)Nc2cccc(C(=O)N3CCOCC3)c2)c(C)c1NS(C)(=O)=O
-1.3% | 7.3 | Cc1nc2ccccc2nc1CN1CCN(Cc2ccc(F)c(F)c2)C(CCO)C1 (stereo not given)
14.1% | 4.6 | CCOC(=O)c1ccc(N=C2SC(C(=O)Nc3ccc(C(=O)O)cc3)CC(=O)N2Cc2cccs2)cc1 (stereo not given)
? | · | CCC1(C)Cc2ccccc2-c2nc(SCC(N)=O)[nH]c(=O)c21 (stereo not given)
23.1µM* | -5.0* | C=CCn1c(C)c(C(C)=O)c(N2CCOCC2)nc1=S
i | 9.2 | O=C(CSc1nnc(SCC(=O)NCc2ccc3c(c2)OCO3)s1)NCc1ccc2c(c1)OCO2
i | 23.8 | CN(C)CCN1C(=O)C2C(C(=O)Nc3cc(Cl)cc(Cl)c3)C3C=CC2(O3)C1C(=O)NC1CCCCC1 (stereo not given)
? | · | Cc1ccc2nc(SCC(=O)NCc3ccc(S(N)(=O)=O)cc3)[nH]c2c1
? | · | COc1ccc(C)cc1NC(=O)c1ccc(OC(F)F)cc1
i | · | COc1cc(C)nc(NCc2ccccc2)n1
0.6% | -8.6 | Cc1ccc(/C=N\NC(=O)Cc2cccn2C)o1
? | · | O=C(O)CN1C(=O)/C(=C\c2cn(CC(=O)N3CCOCC3)c3ccccc23)SC1=S
i | -10.6 | COc1cccc(OC)c1C(=O)Nc1ccc2c3c(cccc13)CC2
? | · | Cc1nc2nc(C)n(-c3ccccc3)c2s1

Gathered by group, the compounds so far with a nitro group on carbon (2)
Lipid storage S3 | Lipid storage S3 cell count max | mol
-0.2% | 18.1 | CCOC(=O)C(CC)/C(C)=N/NC(=O)c1ccc([N+](=O)[O-])cc1 (stereo not given)
? | · | O=C(c1cccs1)N1CCN(Cc2ccccc2[N+](=O)[O-])CC1

(listing goes on)
Lipid storage S3 | Lipid storage S3 cell count max | mol
5.0% | 17.3 | COCCCNC(=O)Cn1nnc(-c2ccc(NC(=O)c3ccccc3F)cc2)n1
? | · | Cc1c(NC(=O)c2cccc(NC(=O)COc3ccc(C#N)cc3)c2)c(=O)n(-c2ccccc2)n1C
? | · | CC(C)CCNC(=O)CCCOc1ccccc1
? | · | Cc1cccc(CS(=O)(=O)c2cn(CC(=O)N3CCOCC3)c3ccccc23)c1
-8.3% | -9.4 | O=C(NC1CCCCC1)C1c2ccccc2C(=O)N1Cc1ccc2c(c1)OCO2 (stereo not given)
? | · | CCOc1ccc(CCNC(=O)COC(=O)/C=C/c2cccc(OC)c2)cc1OCC
-16.7% | · | COc1cc(CN2CCc3ccccc3C2)ccc1O
? | · | Cc1ccc(-c2nc(C3CCCN(S(=O)(=O)c4ccc(C(C)(C)C)cc4)C3)no2)cc1 (stereo not given)
-23.6% | -23.6 | Clc1ccc(Cc2ccccc2)nn1
? | · | CCCCNC(=O)c1ccccc1NC(=O)CCC
i | · | N#CC1(NC(=O)COc2ccccc2[N+](=O)[O-])CCCCC1
? | · | Cc1ccc(C(=O)NCc2ccc(Cl)cc2)cc1S(=O)(=O)N1CCCCC1
i | 29.4 | O=C(NNC1=NS(=O)(=O)c2ccccc21)c1cccc([N+](=O)[O-])c1
i | 4.2 | O=C(CN1C(=O)COc2ccccc21)NNC(=O)Nc1ccccc1F
? | · | CCOC(=O)/C(C#N)=C/c1ccc(OC)c(OC)c1
7.2% | 11.5 | Cc1n[nH]c(C)c1SCC(=O)Nc1ccc(F)cc1
? | · | COC(=O)C1CN(S(=O)(=O)c2ccc(NC(C)=O)cc2)CCS1 (stereo not given)
i | · | O=C(NCCC(=O)N1CCC2(CC1)NCCc1[nH]cnc12)c1cccc(C(F)(F)F)c1
? | · | O=C(CSc1ncccn1)N/N=C/c1ccc2c(c1)OCO2
i | 22.8 | OCC[C@@H]1C[C@H](O)[C@@H](O)[C@@]2(CCCc3ccccc3O2)O1
? | · | O=C(COC(=O)c1ccc(O)cc1)NC(=O)NCc1ccccc1
6.1% | 14.9 | O=[N+]([O-])c1ccc(N2CCN(S(=O)(=O)c3ccccc3)CC2)cc1NCC1CCCO1 (stereo not given)
9.0% | 13.8 | Cc1c(-c2nnnn2-c2ccc(F)cc2)cnc2cc3c(cc12)OCO3
1.3% | 9.0 | Cc1nnsc1C(=O)N1CCC(C(=O)c2ccccc2)CC1
5.2% | · | CC(C)c1ccc(C(=O)OCC(=O)NC2CCCC2)cc1
? | · | COc1ccc(NC(=O)CN(C)S(=O)(=O)c2cnc[nH]2)cc1
? | · | Nc1ncnc(N2CCOCC2)c1N
? | · | COc1cccc(C2c3[nH]c4ccccc4c3CCN2Cc2cnn(C)c2)c1 (stereo not given)
i | -6.9 | Cc1cccc(Cn2c(N3CCN(CCO)CC3)nc3c2c(=O)[nH]c(=O)n3C)c1
16.9% | · | O=C(O)c1cccc(N/N=C/c2cn(-c3ccccc3)nc2-c2cccs2)c1

Full records, looked up by structure. Screens in order: Lipid storage S3, Lipid storage S3 cell count max
Entry for COCCCNC(=O)Cn1nnc(-c2ccc(NC(=O)c3ccccc3F)cc2)n1 → 5.0%, 17.3
Entry for Cc1c(Cl)cccc1NC(=O)[C@@H](NC(=O)c1ccccc1Cl)C(C)C → ?, ·
Entry for CC(C)n1c(-c2ccc(C(C)(C)C)cc2)n[nH]c1=S → ?, ·

Further entries:
Lipid storage S3 | Lipid storage S3 cell count max | mol
? | · | O=c1cc(O)c2c(=O)n(-c3ccccc3)c3c(c2o1)CCCCC3
? | · | O=C(CN1CCN(Cc2ccccc2)CC1)N/N=C/C=C/c1ccccc1[N+](=O)[O-]
? | · | O=C(O)c1ccc(CNCc2cccc(Cl)c2Cl)cc1
? | · | COc1ccc(S(=O)(=O)N2CCOCC2)cc1NC(=O)c1ccncc1
9.1% | -23.5 | CCSc1nnc(-c2cccc(S(=O)(=O)N(CC)CC)c2)n1Cc1ccccc1
i | 2.4 | NC(=O)c1nsc(C(=O)N(Cc2ccco2)C(C(=O)NCC2CCCO2)c2ccc(F)cc2)c1N (stereo not given)
? | · | CCN(CC)c1ccc(C=N/C(C#N)=C(\N)C#N)cc1
29.1µM* | -3.3* | CC(C)(C)n1nc2c(c1NC(=O)c1ccco1)CS(=O)C2 (stereo not given)
? | · | O=C(Nc1cccnc1)c1ccc(Cl)c(Cl)c1
3.66µM* | -15.0* | COc1cccc(NS(=O)(=O)CC23CCC(CC2=O)C3(C)C)c1 (stereo not given)
? | · | COc1ccc(C(=O)CSc2nnc(-c3ccccc3)o2)cc1
? | · | CCSc1nnc([C@H](Cc2ccccc2)NC(=O)OC(C)(C)C)o1
? | · | COc1ccccc1C(=O)Nc1nnc(S(=O)(=O)N2CCCCC2)s1
? | · | CCCC(=O)c1cc(-c2nc3ccccc3n2C)n(C)c1
? | · | CC1CCC(NS(=O)(=O)c2ccc3c(c2)CC(=O)N3)CC1 (stereo not given)
? | · | COc1ccccc1N1CCN(C(c2ccc(C)cc2)c2nnnn2C(C)C)CC1 (stereo not given)
? | · | Cc1ccc(N(CC(O)Cn2c3ccccc3c3ccccc32)S(C)(=O)=O)c(C)c1 (stereo not given)
? | · | CCOC(=O)C1=C(C)Nc2sc(C(=O)c3ccc(F)cc3)c(N)c2C1c1ccc(C(=O)OC)cc1 (stereo not given)
? | · | COc1ccc(-c2noc(CN(C)S(=O)(=O)c3ccc(Cl)cc3)n2)cc1OC
9.9% | 26.1 | CCC(CC)C(=O)Nc1nnc(S(=O)(=O)Nc2ccccc2C)s1
-1.1% | -2.4 | Nc1ccccc1C(=O)Nc1cccc(C(=O)O)c1

Taken from above:
O=C(CSc1nnc(SCC(=O)NCc2ccc3c(c2)OCO3)s1)NCc1ccc2c(c1)OCO2 @ Lipid storage S3 cell count max = 9.2
Cc1cc(C)nc(Oc2ccc(Br)cc2Br)n1 @ Lipid storage S3 cell count max = 19.5
